STEP inh = blocks human striatal-enriched tyrosine phosphatase; P54829; recombinant STEP, OMFP fluorogenic substrate, fluorescence; inhibition, % at 20 µM; 360,000 tested, 0.25% active; AID 588621;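 active = inhibition at 20 µM, scaled per plate between control wells, above about 37%, limit read from the data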;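 note: 0% = DMSO with enzyme and substrate and 100% = substrate only without enzyme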
Target sequence (P54829 whole entry, looked up): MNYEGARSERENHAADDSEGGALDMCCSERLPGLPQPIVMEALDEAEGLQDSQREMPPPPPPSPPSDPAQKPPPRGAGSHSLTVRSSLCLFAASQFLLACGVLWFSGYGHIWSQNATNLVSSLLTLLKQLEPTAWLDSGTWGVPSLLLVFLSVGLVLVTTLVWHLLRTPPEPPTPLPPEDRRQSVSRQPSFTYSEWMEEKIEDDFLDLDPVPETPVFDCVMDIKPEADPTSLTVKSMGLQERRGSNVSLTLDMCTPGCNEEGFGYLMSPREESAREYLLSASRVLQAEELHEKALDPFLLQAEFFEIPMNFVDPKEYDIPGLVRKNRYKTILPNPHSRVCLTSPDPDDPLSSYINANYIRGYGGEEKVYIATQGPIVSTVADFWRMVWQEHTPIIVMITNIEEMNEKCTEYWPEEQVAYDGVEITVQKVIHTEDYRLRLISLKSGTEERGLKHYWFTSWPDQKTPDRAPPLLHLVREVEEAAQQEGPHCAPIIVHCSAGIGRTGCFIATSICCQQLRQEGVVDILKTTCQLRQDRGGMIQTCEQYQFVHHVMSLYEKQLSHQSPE
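Also added – OMFP at 25 µM · Test system – STEP tyrosine phosphatase · Technique – FITC-channel fluorescence of OMFP product · Schedule – 20 min at room temperature, dark · Evaluation – control-normalized % inhibition with plate pattern correction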
LMPTP block = LMPTP (human) inhibition; P24666; recombinant LMPTP-A, OMFP fluorogenic substrate, fluorescence intensity; inhibition, % at 20 µM; 360,000 tested, 0.22% active;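 active = compounds that cut the enzyme signal by at least half of the control window in the single-dose screen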;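 note: plate controls were DMSO wells with enzyme plus substrate for no effect and substrate without enzyme for full effect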
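Assay system: LMPTP-A, protein tyrosine phosphatase of low molecular weight / Medium: pH 6.0 Bis-Tris buffer with DTT and Triton X-100 / Schedule: 50 min enzyme reaction at room temperature, protected from light / Measured by: endpoint fluorescence intensity from OMFP dephosphorylation / Read-out basis: % inhibition relative to no-enzyme and uninhibited control wells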
MsrA inhibitor = bovine MsrA inhibition; 360,000 tested, 0.75% active; AID 651718; purified bovine MsrA, absorbance read-out; inhibition, % at 15.5 µM; in the data active = inhibition above about 4.5%;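 note: 0% = vehicle wells with enzyme and 100% = reference inhibitor wells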
NadD block = NadD (S. aureus) enzyme inhibition | 360,000 tested, 0.78% active | inhibition, % at 20 µM | purified NadD enzyme, colorimetric absorbance read-out; in the data active = inhibition above about 26%; note: some compounds past the cut are filed as inactive
Tb MetRS inh = blocks T. brucei methionyl-tRNA synthetase activity; purified T. brucei MetRS, ATP depletion, Kinase-Glo luminescence; inhibition, % at 11.9 µM; 360,000 tested, 0.4% active;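 active = inhibition above a per-plate cutoff of the control wells' mean inhibition plus 3 SD, cut at about 5.5% in these data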;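 note: 0% = DMSO wells median and 100% = median of wells with control inhibitor compound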
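System: purified T. brucei MetRS enzyme / Detection: Kinase-Glo luciferase luminescence reporting remaining unconsumed ATP / Medium: HEPES buffer with MgCl2, KCl, DTT, spermine, BSA, pyrophosphatase / Replication: singlicate, one well per compound / Evaluation: percent inhibition relative to median high and low control wells / Schedule: 2 h aminoacylation at 25 °C after 15 min preincubation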
SUMO1-SIM PPI = alters human SUMO1 binding to SIM partners. AID 602429. SUMO1 binding to a labelled peptide, TR-FRET, 1 h. 360,000 tested, 0.33% active. P63165. inhibition, % at 20 µM; in the data active = inhibition above about 37%
Target sequence (P63165 whole entry, looked up): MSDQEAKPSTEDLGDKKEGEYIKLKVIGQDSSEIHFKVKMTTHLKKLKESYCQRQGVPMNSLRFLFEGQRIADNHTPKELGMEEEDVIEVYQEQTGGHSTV
Scp-1 inhibitor = inhibitors of human Scp-1 phosphatase; Recombinant Scp1, phosphopeptide, malachite green phosphate absorbance; Q9GZU7; AID 493091; 340,000 tested, 0.88% active; inhibition, % at 20 µM;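 active = inhibition above about 50% at 20 µM, limit read from the data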;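 note: plate controls were DMSO wells with enzyme for no effect and wells lacking enzyme for full effect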
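Assay system: SCP-1 catalytic fragment, aa 76-261 | Buffer or medium: Tris acetate buffer pH 5.5 with MgCl2 and Tween-20 | Compound: One concentration, 20 µM, with 1.0% DMSO | Also added: Phospho 17-mer peptide substrate | Signal: Absorbance at 630 nm | Incubation: 45 min enzyme reaction at room temperature | Measure: % inhibition of SCP-1 phosphate liberation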
DNMT1 block = inhibitors of human DNMT1. DNMT1 molecular beacon, Hinp1I cleavage, fluorescence. inhibition (reported as % activation of signal), % at 10 µM. 360,000 tested, 0.83% active; in the data active = inhibition above about 50%
CSN inh = CSN deneddylation inhibition; AID 651999; Purified CSN, SCF-Nedd8-OG deneddylation, fluorescence polarization; Q92905; inhibition, % at 12.5 µM; 360,000 tested, 0.38% active;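 active = pattern-corrected inhibition above about 35%, with an unprinted fluorescence ratio check between 0.5 and 1.5, limit read from the data, passing the limit was not always enough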;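 note: 0% = enzyme with substrate and 100% = substrate without enzyme; some results filed as inactive read as strong as hits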
Target sequence (Q92905 whole entry, looked up, one chain of several): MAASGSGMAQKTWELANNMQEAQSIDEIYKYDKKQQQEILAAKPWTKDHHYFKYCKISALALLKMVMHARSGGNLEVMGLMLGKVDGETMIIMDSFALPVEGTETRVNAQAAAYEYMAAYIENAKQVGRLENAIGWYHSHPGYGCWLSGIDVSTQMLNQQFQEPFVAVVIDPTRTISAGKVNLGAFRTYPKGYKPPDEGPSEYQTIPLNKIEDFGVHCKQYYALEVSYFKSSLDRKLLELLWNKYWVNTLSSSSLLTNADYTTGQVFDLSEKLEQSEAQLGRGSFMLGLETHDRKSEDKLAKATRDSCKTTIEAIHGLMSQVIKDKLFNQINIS
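Test system: Human Csn5 produced in HEK293T cells | Compound: 12.5 µM single point | Times: 90 min, room temperature | Signal: Fluorescence polarization readout | Read-out basis: % inhibition of substrate cleavage by Csn5 | Controls: no-enzyme wells high, enzyme-with-substrate wells low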
Rpn11 inh = inhibitors of human proteasome Rpn11 | O00487 | 360,000 tested, 0.59% active | calls only at 20 µM | human 26S proteasome, Ub4-pepOG fluorescence polarization; 20S core pre-blocked with epoxomicin;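 active = inhibition at 20 µM, scaled to each plate's controls, above about 33%, limit read from the data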
Numbers without * were called inactive.

For O=C(NCCC1=CCCCC1)C1CCC(CNc2nc(=S)[nH]c3ccccc23)CC1 (centres undefined) the results were STEP inh 4, LMPTP block 1.7, MsrA inhibitor 0.2, NadD block 13, Tb MetRS inh -0.7, SUMO1-SIM PPI 5, Scp-1 inhibitor 0, DNMT1 block 28, CSN inh -3 and Rpn11 inh inactive.
For Cc1cc(NC(=O)CSc2ncnc3sc(C)c(C)c23)no1 the results were STEP inh 3, LMPTP block -0.9, MsrA inhibitor -0.5, NadD block -6, Tb MetRS inh -0.5, SUMO1-SIM PPI -2, Scp-1 inhibitor -1, DNMT1 block 6, CSN inh -6 and Rpn11 inh inactive.
Screening CCCCCn1c(=S)[nH]c2cc(C(=O)N3CCN(C(=O)OCC)CC3)ccc2c1=O returned STEP inh 2, LMPTP block 0.4, MsrA inhibitor 0.1, NadD block -6, Tb MetRS inh 0.2, SUMO1-SIM PPI 0, Scp-1 inhibitor -8, DNMT1 block -3, CSN inh 11 and Rpn11 inh inactive.
Screening COc1ccc(CCNC(=O)COC(=O)c2ccc(C)s2)cc1OC returned STEP inh 2, LMPTP block -1.6, MsrA inhibitor -0.1, NadD block 5, Tb MetRS inh -0.3, SUMO1-SIM PPI 1, Scp-1 inhibitor -9, DNMT1 block -1, CSN inh 1 and Rpn11 inh inactive.
For COc1ccc(-c2cnn(-c3ccccc3)c2N)cc1OC the results were STEP inh -2, LMPTP block 0.4, MsrA inhibitor -1.0, NadD block -7, Tb MetRS inh -1.0, SUMO1-SIM PPI -2, Scp-1 inhibitor -4, DNMT1 block -1, CSN inh -1 and Rpn11 inh inactive.
Screening CCOC(=O)C1=C(C)NC(=O)NC1c1ccc(Br)o1 (centres undefined) returned STEP inh -3, LMPTP block -1.5, MsrA inhibitor 1.9, NadD block 2, Tb MetRS inh -0.4, SUMO1-SIM PPI -1, Scp-1 inhibitor 52*, DNMT1 block 17, CSN inh -2 and Rpn11 inh inactive.
Cc1cc(OCC(=O)NCC(c2ccc(F)cc2)N2CCOCC2)ccc1Cl (centres undefined) was read as STEP inh -4, LMPTP block 0.6, MsrA inhibitor 0.0, NadD block 1, Tb MetRS inh -0.2, SUMO1-SIM PPI 4, Scp-1 inhibitor -8, DNMT1 block 0, CSN inh -4 and Rpn11 inh inactive.
`O=C(COC(=O)c1cc(S(=O)(=O)N2CCOCC2)ccc1Cl)NCCc1ccccc1` gave STEP inh 1, LMPTP block -0.7, MsrA inhibitor 0.9, NadD block -7, Tb MetRS inh -0.2, SUMO1-SIM PPI 5, Scp-1 inhibitor -11, DNMT1 block 2, CSN inh 0 and Rpn11 inh inactive.
Screening NC(=O)CC(NC(=O)Cc1ccc(Cl)cc1)c1ccc(NCCCN2CCCC2=O)c([N+](=O)[O-])c1 (centres undefined) returned STEP inh -1, LMPTP block 0.3, MsrA inhibitor 0.2, NadD block -2, Tb MetRS inh -0.1, SUMO1-SIM PPI -38, Scp-1 inhibitor -2, DNMT1 block -4, CSN inh -6 and Rpn11 inh inactive.
Screening Cc1nn(-c2ccccc2)c2nc(-c3cccs3)cc(C(=O)NN)c12 returned STEP inh 0, LMPTP block 0.0, MsrA inhibitor 1.0, NadD block 17, Tb MetRS inh -0.5, SUMO1-SIM PPI -15, Scp-1 inhibitor 3, DNMT1 block -18, CSN inh 3 and Rpn11 inh inactive.
`C=C1CCN([C@@H](CC(C)C)C(=O)NCCCc2ccccc2)S(=O)(=O)c2ccccc21` gave STEP inh 2, LMPTP block 2.7, MsrA inhibitor -0.8, NadD block -5, Tb MetRS inh -0.4, SUMO1-SIM PPI 3, Scp-1 inhibitor -9, DNMT1 block -2, CSN inh 4 and Rpn11 inh inactive.
Screening CCc1cc(C(=O)N2CCCC(C(=O)c3ccc(Oc4ccccc4)cc3)C2)n(C)n1 (centres undefined) returned STEP inh 3, LMPTP block 0.5, MsrA inhibitor -0.1, NadD block -5, Tb MetRS inh -0.3, SUMO1-SIM PPI 0, Scp-1 inhibitor -8, DNMT1 block 0, CSN inh -3 and Rpn11 inh inactive.
O=C(NCCC(=O)N1CCNC1=O)OCc1ccccc1 was read as STEP inh 0, LMPTP block -0.6, MsrA inhibitor -0.2, NadD block 3, Tb MetRS inh 0.5, SUMO1-SIM PPI -5, Scp-1 inhibitor -4, DNMT1 block -5, CSN inh 0 and Rpn11 inh inactive.
O=S(=O)(NCCc1ccccc1)c1ccc(-n2cnnn2)cc1 was read as STEP inh -2, LMPTP block 0.0, MsrA inhibitor -0.5, NadD block -2, Tb MetRS inh -0.5, SUMO1-SIM PPI 0, Scp-1 inhibitor 1, DNMT1 block 3, CSN inh 4 and Rpn11 inh inactive.
Screening Cn1c(=O)c2c([nH]c(=S)n2CCCc2ccccc2)n(C)c1=O returned STEP inh -2, LMPTP block -1.4, MsrA inhibitor -1.1, NadD block 24, Tb MetRS inh 0.3, SUMO1-SIM PPI 11, Scp-1 inhibitor 29, DNMT1 block 0, CSN inh -1 and Rpn11 inh inactive.
Screening O=C(NNC(=O)C1CC=CCC1)c1ccccc1O (centres undefined) returned STEP inh -3, LMPTP block -0.1, MsrA inhibitor -0.4, NadD block 2, Tb MetRS inh -0.1, SUMO1-SIM PPI -1, Scp-1 inhibitor -6, DNMT1 block 1, CSN inh -2 and Rpn11 inh inactive.
`CCSC(=Nc1ccccc1)Nc1ccccc1` gave STEP inh 0, LMPTP block 0.4, MsrA inhibitor 2.0, NadD block 4, Tb MetRS inh 0.3, SUMO1-SIM PPI -4, Scp-1 inhibitor 1, DNMT1 block -1, CSN inh 3 and Rpn11 inh inactive.
Screening Oc1c(Br)cc(Br)cc1CNc1nccs1 returned STEP inh -2, LMPTP block 1.8, MsrA inhibitor -0.9, NadD block -4, Tb MetRS inh 1.0, SUMO1-SIM PPI 19, Scp-1 inhibitor -7, DNMT1 block -1, CSN inh 6 and Rpn11 inh inactive.
`CCCCn1nnnc1NCc1cc(OC)c(OC)cc1OC` gave STEP inh -1, LMPTP block -1.4, MsrA inhibitor -0.9, NadD block -5, Tb MetRS inh -1.1, SUMO1-SIM PPI -4, Scp-1 inhibitor -3, DNMT1 block 2, CSN inh -1 and Rpn11 inh inactive.
`CCOC(=O)N1CCC(NC(=O)c2ccc(CO)c(C(=O)NC3CCN(C(=O)OCC)CC3)c2)CC1` gave STEP inh 1, LMPTP block -0.5, MsrA inhibitor -1.3, NadD block 1, Tb MetRS inh -0.6, SUMO1-SIM PPI -1, Scp-1 inhibitor -4, DNMT1 block 2, CSN inh 4 and Rpn11 inh inactive.
`O=C(COC(=O)c1ccc(Br)o1)NC1CCCCC1` gave STEP inh 0, LMPTP block 0.2, MsrA inhibitor -1.7, NadD block 10, Tb MetRS inh 0.0, SUMO1-SIM PPI 5, Scp-1 inhibitor -6, DNMT1 block 1, CSN inh 0 and Rpn11 inh inactive.
For CCn1ncc(/C=N/NS(=O)(=O)c2ccc(Cl)cc2)c1C the results were STEP inh -3, LMPTP block -0.4, MsrA inhibitor -0.3, NadD block 9, Tb MetRS inh -1.2, SUMO1-SIM PPI -4, Scp-1 inhibitor -2, DNMT1 block 1, CSN inh -2 and Rpn11 inh inactive.
`COc1cccc(OCc2nc3ccccc3c(=O)n2N)c1` gave STEP inh 1, LMPTP block -2.2, NadD block -3, Tb MetRS inh -0.6, SUMO1-SIM PPI -3, Scp-1 inhibitor -3, DNMT1 block 3, CSN inh 1 and Rpn11 inh inactive.
Screening Cc1cc(C(=O)N2CCCC(CNS(=O)(=O)c3cccs3)C2)nn1C (centres undefined) returned STEP inh 3, LMPTP block -1.3, MsrA inhibitor 0.0, NadD block 3, Tb MetRS inh 0.2, SUMO1-SIM PPI -2, Scp-1 inhibitor -4, DNMT1 block 1, CSN inh 2 and Rpn11 inh inactive.

The final 3 compounds of the part before are carried over, then new ones follow.
For CCn1ncc(/C=N/NS(=O)(=O)c2ccc(Cl)cc2)c1C the results were STEP inh -3, LMPTP block -0.4, MsrA inhibitor -0.3, NadD block 9, Tb MetRS inh -1.2, SUMO1-SIM PPI -4, Scp-1 inhibitor -2, DNMT1 block 1, CSN inh -2 and Rpn11 inh inactive.
`COc1cccc(OCc2nc3ccccc3c(=O)n2N)c1` gave STEP inh 1, LMPTP block -2.2, NadD block -3, Tb MetRS inh -0.6, SUMO1-SIM PPI -3, Scp-1 inhibitor -3, DNMT1 block 3, CSN inh 1 and Rpn11 inh inactive.
Screening Cc1cc(C(=O)N2CCCC(CNS(=O)(=O)c3cccs3)C2)nn1C (centres undefined) returned STEP inh 3, LMPTP block -1.3, MsrA inhibitor 0.0, NadD block 3, Tb MetRS inh 0.2, SUMO1-SIM PPI -2, Scp-1 inhibitor -4, DNMT1 block 1, CSN inh 2 and Rpn11 inh inactive.
`COc1ccc(OC)c2c1cc(C(=O)N[C@H](C(=O)N1CCC[C@H]1C(=O)O)C(C)C)n2C` gave STEP inh -2, LMPTP block -0.6, MsrA inhibitor 1.1, NadD block -1, Tb MetRS inh -2.4, SUMO1-SIM PPI 0, Scp-1 inhibitor 1, DNMT1 block -20, CSN inh -3 and Rpn11 inh inactive.
`COc1ccccc1OCC(=O)N1CCC2(CC1)CC(=O)c1ccccc1O2` gave STEP inh -1, LMPTP block -0.9, MsrA inhibitor 1.4, NadD block -3, Tb MetRS inh -0.1, SUMO1-SIM PPI 4, Scp-1 inhibitor 1, DNMT1 block 0, CSN inh 1 and Rpn11 inh inactive.
Screening COc1ccc(CCC(C)NCc2ccccc2OC)cc1 (centres undefined) returned STEP inh -1, LMPTP block -2.7, MsrA inhibitor 0.6, NadD block -5, Tb MetRS inh 0.1, SUMO1-SIM PPI -2, Scp-1 inhibitor -4, DNMT1 block -4, CSN inh 3 and Rpn11 inh inactive.
COc1cccc(NC(=O)CN(C)C(=O)/C=C/c2ccc(S(=O)(=O)N3CCCCCC3)cc2)c1 was read as STEP inh 0, LMPTP block -0.5, MsrA inhibitor -0.2, NadD block -2, Tb MetRS inh 0.1, SUMO1-SIM PPI 0, DNMT1 block -2, CSN inh -2 and Rpn11 inh inactive.
